# High-throughput results as filed in PubChem BioAssay.
# TrxR1 substrate – is turned over as a substrate by rat TrxR1. Potency, µM (highest dose often 114 µM), for inactives: top-dose activity change, negative = substrate turnover. O89049. actives 0.01% (n = 390,000). purified TrxR1 substrate turnover, NADPH consumption readout. AID 588456; further: potency means the concentration at half of the fitted maximal effect; on the % scale 0 is the no-effect control and ±100 the full control effect; nearly all actives have a fitted effect of over 50% in size
# Target sequence (O89049 whole entry, looked up): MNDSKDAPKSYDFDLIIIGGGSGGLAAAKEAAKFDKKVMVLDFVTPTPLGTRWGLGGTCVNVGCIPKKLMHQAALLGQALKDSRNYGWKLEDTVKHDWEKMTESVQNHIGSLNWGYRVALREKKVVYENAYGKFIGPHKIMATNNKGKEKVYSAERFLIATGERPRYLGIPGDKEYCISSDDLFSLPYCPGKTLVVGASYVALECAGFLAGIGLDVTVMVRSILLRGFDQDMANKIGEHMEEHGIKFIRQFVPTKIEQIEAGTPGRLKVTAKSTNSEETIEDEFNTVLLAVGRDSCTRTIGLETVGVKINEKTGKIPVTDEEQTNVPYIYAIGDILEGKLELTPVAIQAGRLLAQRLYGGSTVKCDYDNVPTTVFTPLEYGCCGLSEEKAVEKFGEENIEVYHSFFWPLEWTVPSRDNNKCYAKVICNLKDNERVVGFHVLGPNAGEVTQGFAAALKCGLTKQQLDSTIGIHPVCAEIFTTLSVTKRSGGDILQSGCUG
#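 Rat TrxR1, dispensed at 90 nM, was prereduced with 400 uM NADPH (final) for 5 min at ~22 deg C, then incubated with compound 15 min before 400 uM selenite. A first-read NADPH fluorescence drop versus no-compound background flagged substrates.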
# mIDH1 inhibitor – inhibitors of human mutant IDH1 R132H; O75874; IDH1-R132H enzyme, NADPH consumption, diaphorase/resazurin fluorescence; Potency, µM (titrated, usually from 76.6 µM), without a hit: at the top dose activity change, negative = inhibition, usual class: inhibitors; actives 0.093% (n = 390,000); AID 602179; further: potency means the concentration at half of the fitted maximal effect; on the % scale 0 is the no-effect control and ±100 the full control effect; nearly all actives have a fitted effect of over 65% in size
#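 IDH1-R132H (0.5 ug/mL dispensed) in pH 7.5 Tris buffer was preincubated 30 min with compound, then given a substrate mix of 0.016 mM NADPH and 2 mM alpha-KG for 80 min at room temperature; remaining NADPH was read by diaphorase/resazurin fluorescence.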
# USP1 inh – inhibitors of human USP1/UAF1 deubiquitinase; actives 0.23% (n = 390,000); Potency, µM (top dose mostly 57.1 µM), for the others: at the top dose activity change, negative = inhibition, hits mostly inhibitors; O94782; recombinant USP1/UAF1, Ub-Rhodamine cleavage fluorescence; further: potency means the concentration at half of the fitted maximal effect; on the % scale 0 is the no-effect control and ±100 the full control effect; nearly all actives have a fitted effect of over 60% in size; inactives centre near -12
#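 USP1/UAF1 complex at 1 nM was preincubated with compound for 15 min at room temperature, then Ub-Rho substrate (150nM final) was added. Fluorescence (480/540 nm) was read kinetically, 6 reads every 60 seconds.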
# LDHA inh – blocks human lactate dehydrogenase A; P00338; purified LDHA, NADH/diaphorase-resazurin fluorescence; hits give low values; activity change, % (values are at about 110 or 230 µM); actives 0.15% (n = 480,000); in the data active means activity change below about -30%; inconclusive means mostly about -25% to -30%;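 further: plate controls were DMSO wells for no effect and wells without enzyme for full effect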
#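 Resorufin fluorescence (ex540/em590), read at 0 and 20 min after diaphorase/resazurin addition, reports the NADH left after a 5 min room-temperature reaction of 2 nM human LDH5 with 0.06 mM NADH and 0.2 mM pyruvate.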
# Vif-A3F inh – inhibitors of Vif-A3F interaction; actives 0.2% (n = 390,000); Potency, µM (top dose mostly 46.1 µM), for inactives: top-dose activity, negative = active; HeLa A3F-eYFP + Vif (tagged APOBEC3F with the HIV-1 protein that degrades it), YFP fluorescence increase; further: potency means the concentration at half of the fitted maximal effect; % of control where 0% means no effect; nearly all actives have a fitted effect of over 65% in size
#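 HeLa cells stably expressing A3F-eYFP plus Vif, plated and incubated overnight at 37 deg C, then exposed to compounds overnight at 37 deg C. Blocked degradation read as raised yellow fluorescence (Ex 488/Em 500-530).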
# Glioma ERSR ind – ER stress response induction in glioma; U87-MG GRP78 promoter luciferase reporter, 16 h; Potency, µM, without a hit: at the top dose activation, hits mostly activators; actives 0.02% (n = 420,000); further: potency means the concentration at half of the fitted maximal effect; series mostly up to about 76 µM; % of control where 0% means no effect; nearly all actives have a fitted effect of over 35% in size
#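 ERSR induction read as luciferase luminescence (Bright-Glo, 10 min at room temperature) in stably transfected human U87-MG glioma cells exposed to compounds for 16 h, using GRP78 as sensor.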
# TrxR1 inh – blocks rat thioredoxin reductase 1; Potency, µM (titrated, usually from 114 µM), for the others: top-dose activity change, negative = inhibition, usual class: inhibitors; recombinant rTrxR1, NADPH fluorescence consumption, selenite substrate; actives 1% (n = 390,000); AID 588453; O89049; further: potency means the concentration at half of the fitted maximal effect; on the % scale 0 is the no-effect control and ±100 the full control effect; nearly all actives have a fitted effect of over 65% in size
#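 Rat TrxR1 (90 nM in the dispensed reagent) was pre-reduced with 400 uM NADPH for 5 min at room temperature, then incubated with compound for 15 min. After 400 uM selenite was added, NADPH fluorescence (Ex 340/Em 450 nm) was followed for 8 min.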
# RGS4 inh – human RGS4 inhibition | P49798 | Transcreener GDP fluorescence polarization, RGS4-accelerated GTP hydrolysis | Potency, µM (top dose mostly 114 µM), inactives show at the top dose activity change, negative = inhibition, most hits filed as inhibitors | actives 0.039% (n = 390,000) | AID 504845; further: potency means the concentration at half of the fitted maximal effect; on the % scale 0 is the no-effect control and ±100 the full control effect; nearly all actives have a fitted effect of over 75% in size; some results filed as inactive show a strong effect at the top dose
# Target sequence (P49798 whole entry, looked up): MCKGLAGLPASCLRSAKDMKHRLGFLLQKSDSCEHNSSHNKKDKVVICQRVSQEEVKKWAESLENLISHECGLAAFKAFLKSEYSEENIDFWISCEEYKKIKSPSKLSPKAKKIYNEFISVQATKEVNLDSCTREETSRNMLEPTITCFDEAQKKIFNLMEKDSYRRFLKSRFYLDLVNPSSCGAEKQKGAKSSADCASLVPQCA
#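 MLSMR compounds (23 nl, pin-transferred) preincubated 10 min at room temperature with a 500nM (2x) first reagent, then RGS4 at 900nM (2x) plus Transcreener GDP mix added; fluorescence polarization (620/688 nm) read before and after 90 min at 30 °C.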
# Vif-A3G inh – blocks the Vif interaction with human APOBEC3G | Potency, µM (top dose mostly 46.1 µM), inactives show at the top dose activity, negative = active, most hits filed as inhibitors | HeLa A3G-eYFP + Vif (tagged APOBEC3G with the HIV-1 protein that degrades it), YFP fluorescence, overnight | Q9HC16 | AID 602310 | actives 0.076% (n = 410,000);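 further: potency means the concentration at half of the fitted maximal effect; on the % scale 0 is the no-effect control and ±100 the full control effect; nearly all actives have a fitted effect of over 60% in size; hits raise eYFP signal because A3G escapes Vif-driven loss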
# Target sequence (Q9HC16 whole entry, looked up): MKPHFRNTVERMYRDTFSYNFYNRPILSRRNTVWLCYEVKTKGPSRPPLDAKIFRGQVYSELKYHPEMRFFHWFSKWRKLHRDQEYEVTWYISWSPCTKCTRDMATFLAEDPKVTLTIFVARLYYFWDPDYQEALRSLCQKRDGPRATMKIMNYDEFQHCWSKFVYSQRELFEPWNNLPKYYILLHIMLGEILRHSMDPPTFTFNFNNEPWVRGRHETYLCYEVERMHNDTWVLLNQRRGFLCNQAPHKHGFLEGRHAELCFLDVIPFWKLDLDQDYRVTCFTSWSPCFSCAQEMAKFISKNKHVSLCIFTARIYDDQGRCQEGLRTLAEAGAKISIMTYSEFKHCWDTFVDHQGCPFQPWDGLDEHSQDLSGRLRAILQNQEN
#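 Read-out is eYFP fluorescence (Ex 488/Em 500-530) from Vif-expressing HeLa A3G-eYFP cells; more signal means A3G escaped Vif-mediated degradation. Cells plated overnight, compound pinned in, incubated overnight at 37 deg C.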
# An asterisk follows results filed as active; u = inconclusive; x = not tested or not shown; [ ] = remark or other dose. Unless noted, the call rests on the fitted dose curve; in most records, active means well fitted curve in the direction sought with a large enough effect; inconclusive means small, poorly fitted or top-dose-only effect, or another doubt; inactive means no such curve, though single readings can be large; an effect the other way counts as inactive or inconclusive. The list is partial (hit frequency here may not be typical).
SMILES,TrxR1 substrate,mIDH1 inhibitor,USP1 inh,LDHA inh,Vif-A3F inh,Glioma ERSR ind,TrxR1 inh,RGS4 inh,Vif-A3G inh
COc1ccc(S(=O)(=O)N2CCN(C(=O)c3cccc(S(=O)(=O)N4CCCC4)c3)CC2)cc1,x,3%,1%,-3,-9%,-3%,x,x,-1%
O=C1NC(Cc2ccccc2)c2nc3cc(F)ccc3c(=O)n2-c2cc3ccccc3cc21 (stereo not given),x,-9%,-21%,1,-10%,-6%,x,x,u
CCc1ccc(NC(=O)Cn2c(SCc3ccc(C)cc3)nc3ccncc32)cc1,-13%,x,x,-6,x,10%,-15%,17%,-11%
Cc1ccc(CCNC(=O)CCc2nc3ccccc3[nH]2)cc1,-1%,10%,-18%,1,-3%,-2%,7%,-19%,-7%
COc1ccccc1CCNC(=O)C(=O)NCC(c1cccs1)S(=O)(=O)c1cccs1 (stereo not given),-3%[57.1 µM],16%,-6%,-9,1%,-2%,12%[57.1 µM],24%,2%
CNC(=S)N/N=C/c1c(C)nn(-c2ccc(F)cc2)c1Cl,6%,0%,-27%,-7,-1%,1%,14%,-18%,-15%
CC(C)c1ccc(NC2CCCN(C(=O)c3ccoc3)C2)cc1 (stereo not given),-5%,-7%,3%,-2,-2%,6%,0%,0%,6%
O=C(COC(=O)C1CCC1)Nc1cccc(Cl)c1,-1%[57.1 µM],-3%,-12%,-11,5%,0%,2%[57.1 µM],7%,-1%
COc1cccc(C=NNc2nc3ccccc3s2)c1OC,-8%,-7%,-18%,-3,-11%,3%,3%,-6%,0%
Cc1ccc(CNC(=O)CCCOc2cc(=O)n(C)c3ccccc23)o1,-4%,6%,-19%,-1,4%,0%,40µM*,-47%,0%
CC(C)Sc1nc2c(c(=O)n1-c1ccc(F)cc1)SCC2,-7%,12%,-23%,-2,0%,-8%,3%,-6%[56.9 µM],-4%
Cc1ccc(CN2CCc3[nH]c(=S)[nH]c(=O)c3C2)cc1,4%,-6%,-11%,2,8%,0%,-1%,-35%,3%
Cc1ccnc(N=O)c1,3%,14%,-27%,20,-6%,3%,-15%,u,2%
CC(=O)c1ccc(S(=O)(=O)N2CCN(C(=O)c3ccc(-n4cncn4)c([N+](=O)[O-])c3)CC2)cc1,-6%,13%,-6%,-8,1%,-5%,14%,2%,2%
CCN1CCN(C(=O)/C=C/c2ccc3c(c2)OCO3)CC1,16%[57.1 µM],10%,-31%,-1,-8%,2%,14%[57.1 µM],-7%,1%
CCCSc1ccc([C@@H]2[C@H]3C(=O)N(CC)C(=O)[C@H]3[C@]3(C(=O)OC)CCCCN23)cc1OC,-8%,6%,-16%,0,u,-3%,u,23%,-6%
Cc1ccc(Cl)cc1NC(=O)Nn1cnnc1,-8%,-6%,-18%,-11,2%,-4%,-6%,-7%,0%
O=S(=O)(Nc1ccccc1Cl)c1ccc(F)cc1,11%,3%,-9%,-6,-4%,-5%,14%,-12%,1%
COc1ccc(CCN2CN(S(=O)(=O)c3ccc(OC)cc3)c3nc4ccccc4nc32)cc1,4%,1%,-22%,1,-12%,0%,-6%,u,u
COc1ccc(NC(=O)c2ccc(OCC3CCCO3)cc2)cc1OC (stereo not given),0%,2%,-16%,-5,-4%,8%,29%,3%,-1%
Cc1c(NC(=O)Nc2cc(Cl)ccc2Cl)c(=O)n(-c2ccccc2)n1C,-7%,-1%,-17%,-6,1%,-3%,-2%,-26%,3%
O=C(NCc1cccc(Br)c1)C1CCCCN1S(=O)(=O)c1ccc(F)cc1 (stereo not given),1%[57.1 µM],-5%,9%,0,2%,1%,8%[57.1 µM],-6%,-3%
CCOC(=O)c1c(C)[nH]c(C)c1C(=O)COC(=O)c1ccc(Cl)c(S(=O)(=O)NCc2ccccc2)c1,8%[57.1 µM],-1%,-26%,-6,-1%,-6%,17%[57.1 µM],u,3%
Cc1ccc(NC(=O)COC(=O)C2COc3ccccc3O2)cc1 (stereo not given),1%,0%,-19%,4,3%,-2%,11%,2%,0%
CCOC(=O)N1CCN(S(=O)(=O)c2ccc(F)c(C(=O)Nc3cccc(Cl)c3C)c2)CC1,-4%,5%,-6%,-9,-7%,-3%,7%,-16%,0%
O=C(O)c1ccc(-n2c(O)c(C=C3N=c4ccccc4=N3)sc2=S)cc1,-20%,3%,-6%,4,-23%,-4%,-21%,3%,0%
CC1(C)N=C(c2ccccn2)C(C)(C)N1O,15%,8%,u,-1,7%,-2%,27%,20%,-2%
O=S(=O)(c1ccc(F)cc1)c1nc(-c2ccco2)oc1Nc1ccccc1,1%,6%,-11%,-1,-14%,4%,25%,14%,-6%
CCOC(=O)c1cc2ccc(OC(=O)c3ccco3)cc2oc1=O,308%[activator],-1%,-6%,-12,1%,0%,u,6%,-1%
CCn1c(CCn2c3ccccc3c3ccccc32)n[nH]c1=S,-2%,5%,-9%,-3,u,-4%,-6%,-41%,-19%
O=C(CCCN1C(=O)c2cccc3cccc(c23)C1=O)N1CCN(Cc2ccc3c(c2)OCO3)CC1,5%[57.1 µM],3%,-2%,-5,0%,-6%,1%[57.1 µM],9%,0%
COc1cccc(CNC(=O)C2CCCN(c3ncnc4onc(-c5ccc(F)cc5)c34)C2)c1 (stereo not given),2%,15%,-4%,3,4%,-2%,16%,-29%,-3%
O=[N+]([O-])c1ccc(SCc2ccncc2)nc1,-2%,0%,-7%,0,-2%,-2%,-15%,-16%,-6%
COc1ccc2cc(/C(C)=N/NC(=O)c3cc(-c4cccnc4)nc4ccccc34)ccc2c1,16%,-1%,-16%,-4,1%,1%,9%,-4%[11.4 µM],2%
CCOc1cc(/C=C/C(=O)OCC(=O)NCc2ccco2)cc(Cl)c1OC,9%,15%,-8%,1,-23%,-5%,-13%,8%,-2%
COc1ccc(C(=O)N2CCSCC2)cc1OC1CCN(C(C)=O)CC1,-2%,0%,-1%,-2,-3%,-1%,9%,21%,0%
CCN(CC)S(=O)(=O)c1ccc(NC(=O)NCc2noc3ccc(C)cc23)cc1,-6%,0%,-9%,8,-11%,-7%,14%,-26%,1%
COC(=O)c1ccc(NC(=O)CSc2nnnn2C2CCCCC2)cc1,-3%,6%,-10%,-12,x,-4%,-4%,-3%,-5%
O=S(=O)(c1ccc(-c2nnco2)cc1)N1CCCCC1,4%,-7%,u,-8,11%,-4%,16%,4%,-1%
O=C(Nc1cc([N+](=O)[O-])ccc1Cl)c1ccc2c(c1)OCO2,-3%[57.1 µM],5%,-15%,3,1%,-1%,15%,-3%,0%
O=C(NCc1cccnc1)C(=O)Nc1cc2c3c(c1)CC(=O)N3CCC2,1%,3%,-4%,-1,-1%,-3%,8%,-11%,0%
O=C(CN(Cc1ccccc1)C(=O)c1ccco1)NCc1ccc(F)cc1,3%,20%,1%,-2,x,-3%,6%,14%,0%
O=C(CSc1nccn1Cc1ccc(F)cc1)NCc1ccccc1,1%[57.1 µM],4%,-16%,-7,-12%,-4%,16%[57.1 µM],-9%,-2%
CC(/C=C/C=C/c1ccccc1)=N/NC(=O)c1ccc2c(c1)OCCO2,-13%[57.1 µM],1%,-2%,-4,0%,5%,32%[57.1 µM],-11%,1%
CCCn1c(N)c(C(=O)CSc2nc3ccccc3c(=O)n2Cc2ccccc2)c(=O)[nH]c1=O,-4%[57.1 µM],3%,-6%,-3,-8%,-4%,14%[57.1 µM],-30%,-1%

# Structures listed so far with a nitro group on carbon:
SMILES,TrxR1 substrate,mIDH1 inhibitor,USP1 inh,LDHA inh,Vif-A3F inh,Glioma ERSR ind,TrxR1 inh,RGS4 inh,Vif-A3G inh
CC(=O)c1ccc(S(=O)(=O)N2CCN(C(=O)c3ccc(-n4cncn4)c([N+](=O)[O-])c3)CC2)cc1,-6%,13%,-6%,-8,1%,-5%,14%,2%,2%
O=[N+]([O-])c1ccc(SCc2ccncc2)nc1,-2%,0%,-7%,0,-2%,-2%,-15%,-16%,-6%
O=C(Nc1cc([N+](=O)[O-])ccc1Cl)c1ccc2c(c1)OCO2,-3%[57.1 µM],5%,-15%,3,1%,-1%,15%,-3%,0%

# Records listed so far that bear a hit mark in TrxR1 inh:
SMILES,TrxR1 substrate,mIDH1 inhibitor,USP1 inh,LDHA inh,Vif-A3F inh,Glioma ERSR ind,TrxR1 inh,RGS4 inh,Vif-A3G inh
Cc1ccc(CNC(=O)CCCOc2cc(=O)n(C)c3ccccc23)o1,-4%,6%,-19%,-1,4%,0%,40µM*,-47%,0%

# Other records:
SMILES,TrxR1 substrate,mIDH1 inhibitor,USP1 inh,LDHA inh,Vif-A3F inh,Glioma ERSR ind,TrxR1 inh,RGS4 inh,Vif-A3G inh
COCCCN(C(C)=O)c1nc(-c2ccc(OC)cc2)cs1,2%,6%,-15%,-9,4%,-2%,8%,11%,u
C#Cc1ccc([C@@H]2C=C(C(=O)NCc3ccccc3)O[C@H](OCC)[C@H]2CCCO)cc1,-1%[57.1 µM],-5%,-13%,2,-1%,-4%,8%[57.1 µM],-10%,-6%
CCC(=O)N1CCc2cc(S(=O)(=O)N3CCN(c4ccccc4F)CC3)ccc21,6%,-13%,-22%,-2,-1%,-2%,8%,-8%,0%
COc1ccc(C2CC(C(F)(F)F)n3nc(C(=O)O)cc3N2)cc1OC (stereo not given),8%[57.1 µM],3%,-5%,1,-3%,-2%,11%[57.1 µM],13%,2%
